UHRF1 binding: human UHRF1 methylated DNA binding inhibitors. 0.75% of 370,000 active. UHRF1 binding to methylated oligo, TR-FRET. Q96T88. inhibition, % at 4.4 µM. AID 687016; in the data active = inhibition above about 21%;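 also: UHRF1 SRA domain binding a hemimethylated CpG hairpin DNA probe; 0% = median of test compound wells and 100% = reference inhibitor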
Target sequence (Q96T88 whole entry, looked up, the tested form may be a part): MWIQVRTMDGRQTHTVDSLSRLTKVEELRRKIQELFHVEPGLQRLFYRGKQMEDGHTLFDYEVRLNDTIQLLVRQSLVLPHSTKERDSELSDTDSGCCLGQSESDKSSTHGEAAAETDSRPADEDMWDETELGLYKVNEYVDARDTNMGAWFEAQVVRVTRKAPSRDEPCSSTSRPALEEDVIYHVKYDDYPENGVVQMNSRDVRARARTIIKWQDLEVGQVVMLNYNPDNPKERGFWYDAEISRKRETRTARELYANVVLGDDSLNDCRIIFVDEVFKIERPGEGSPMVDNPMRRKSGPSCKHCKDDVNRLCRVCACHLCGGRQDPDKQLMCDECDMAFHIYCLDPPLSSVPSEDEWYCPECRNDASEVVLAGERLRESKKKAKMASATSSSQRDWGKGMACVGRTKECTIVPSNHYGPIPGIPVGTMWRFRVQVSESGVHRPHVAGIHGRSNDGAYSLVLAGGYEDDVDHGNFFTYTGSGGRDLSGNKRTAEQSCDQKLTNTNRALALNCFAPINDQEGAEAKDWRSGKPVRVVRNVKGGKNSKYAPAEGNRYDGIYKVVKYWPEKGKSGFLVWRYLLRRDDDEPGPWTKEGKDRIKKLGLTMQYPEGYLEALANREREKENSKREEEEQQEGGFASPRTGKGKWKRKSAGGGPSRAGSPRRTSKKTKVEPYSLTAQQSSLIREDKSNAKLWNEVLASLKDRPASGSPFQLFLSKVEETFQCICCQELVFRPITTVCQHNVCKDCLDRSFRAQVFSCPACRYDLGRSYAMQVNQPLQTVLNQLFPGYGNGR
sPLA2-III inh: Inhibits HGIII-sPLA2 liposome hydrolysis, primary screen; QFRET BODIPY PC-A2 liposome hydrolysis, fluorescence; inhibition, % at 12.2 µM; 0.56% of 370,000 active; AID 743126;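 active = inhibition above mean plus 3 SD of compounds lying within the high and low control bounds, cut at about 19% in these data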;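 also: 0% = median of test compound wells and 100% = no enzyme DMSO wells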
DDE Tn6 FP inh: disrupts Tn6 cyclic peptide binding to fibrin D-Dimer-E complex; P02675; Fibrin DD(E) TRITC-Tn6 fluorescence polarization displacement; inhibition, % at 8.3 µM; 0.21% of 370,000 active;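 active = inhibition above a per-campaign cutoff: mean of compounds within control limits plus 3 SD, cut at about 15% in these data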;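 also: 0% = median of all compound wells on the plate and 100% = blocking peptide control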
proKLK7 act: activators of human kallikrein-7 zymogen. P49862. purified proKLK7, EDANS-DABCYL substrate fluorescence; 100% is mature enzyme control, 0% vehicle. activation, % at 7 µM. 0.9% of 370,000 active. AID 652039;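 active = activation above the mean of all tested compounds plus 3 SD, computed per campaign excluding outliers beyond control limits, cut at about 13% in these data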
NR1D1 modulator: modulators of human Rev-erb alpha DNA binding; P20393; Rev-erbα–FITC-DNA binding, fluorescence polarization, 90 min; activity, % at 10 µM; 0.79% of 370,000 active;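 active = activity above about 14%, limit read from the data; passing the limit was not always enough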;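 also: 0% = DMSO wells with 35 nM protein and 100% = DMSO wells with 750 nM protein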
ARFGAP1 inh: inhibits rat ARF GTPase activating protein 1. Q62848. Arfgap1-stimulated ARF1 GTP hydrolysis, GDP FP detection. inhibition, % at 16.5 µM. 0.26% of 360,000 active;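 active = inhibition above a per-plate limit, mean inhibition of low control wells plus 3 SD, cut at about 25% in these data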;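 also: 0% = DMSO wells with enzyme and 100% = wells lacking Arfgap1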
Target sequence (Q62848 1-136 limits assumed): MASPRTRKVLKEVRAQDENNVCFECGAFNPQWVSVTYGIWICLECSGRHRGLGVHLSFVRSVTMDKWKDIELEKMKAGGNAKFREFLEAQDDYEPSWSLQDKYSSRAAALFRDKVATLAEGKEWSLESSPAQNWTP
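Material: rat Arfgap1 GAP domain (His6, aa 1-136), purified enzyme. Also added: human ARF1(Δ1-17)-GTP substrate. Compound dosing: 16.5 µM single point, 1.26% DMSO. Timing: enzyme reaction 120 min at 25 °C after 20 min preincubation. Signal: GDP detection by fluorescence polarization. Read-out basis: percent inhibition of GAP-stimulated GDP formation, scaled between DMSO and no-Arfgap1 medians.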
ASAP1 GAP inh: blocks human ASAP1-stimulated Arf1 GTP hydrolysis; inhibition, % at 16.5 µM; GDP FP detection; 0.19% of 360,000 active; AID 624377; Q9ULH1; in the data active = inhibition above about 25%;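 also: 0% = vehicle with enzyme and substrate and 100% = no enzyme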
PLCg1 inh: PLC-gamma1 (human) inhibition, primary screen; P19174; purified PLC-gamma1, fluorogenic substrate, fluorescence; inhibition, % at 12.2 µM; 0.84% of 370,000 active; in the data active = inhibition above about 9.5%
DDE Tn7 FP inh: DD(E)-Tn7 binding inhibition, primary FP screen; FP displacement of FITC-Tn7 peptide from fibrin DD(E); 0% = median of compound wells per plate; 0.13% of 370,000 active; P02675; inhibition, % at 8.3 µM;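 active = inhibition above the mean of compounds falling within the control limits plus 3 SD of them, cut at about 14% in these data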;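 also: 0% = plate median of compound wells and 100% = 10 µM Aha-Tn7 peptide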
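Assay system: human fibrin DD(E). Input: DD(E) 2 µM final. Medium: Tris buffer with calcium and detergent, pH 7.8. Compound dosing: single point at 8.3 µM. Timing: 10 min plus 3 h, room temperature. Technique: fluorescence polarization of the labelled Tn7 tracer. Read-out: percent inhibition. Replicates: singlicate testing.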
PLCb3 inh: blocks human PLC-beta3 enzyme activity; Purified PLC-beta3, fluorogenic substrate, fluorescence; inhibition, % at 12.2 µM; AID 720704; 0.18% of 370,000 active; Q01970; in the data active = inhibition above about 11%;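 also: 0% = median of compound wells on plate and 100% = full blocker control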
Numbers without * were called inactive; / = not tested or not shown.

proKLK7 act	PLCb3 inh	sPLA2-III inh	UHRF1 binding	NR1D1 modulator	DDE Tn7 FP inh	ARFGAP1 inh	PLCg1 inh	DDE Tn6 FP inh	ASAP1 GAP inh	mol
0.4	2.9	-6.8	-0.1	0.0	8.2	-6.8	1.9	1.3	-4.9	COc1cc(NC(=O)c2sc3ncn(CC(=O)N4CCCCC4C)c(=O)c3c2C)cc(OC)c1OC (configuration not stated)
-0.1	-5.4	-0.4	-2.6	1.1	0.6	-4.6	-1.0	0.7	10.0	N#CCOc1ccccc1/C=N/n1nnnc1N
-0.1	0.2	3.5	0.7	3.2	3.7	2.5	-1.4	1.2	-9.3	COc1ccc(C2CC(c3ccccc3)=NN2C(=O)c2ccc(F)cc2)cc1 (configuration not stated)
0.7	0.9	1.1	-4.4	-4.5	-3.7	-6.4	0.0	6.1	2.8	c1ccc2nc(-c3ccncc3)ccc2c1
0.4	-5.6	3.0	0.8	0.5	1.2	-3.2	3.4	3.7	1.5	Cc1cc(C)n2nc(SCC(=O)NC3CCCCC3)nc2n1
-0.6	-9.9	-5.8	-1.9	-1.7	-7.2	-5.5	0.7	7.7	3.0	O=C(O)c1cc(-c2cccc([N+](=O)[O-])c2)nc2ccccc12
0.5	-9.7	1.9	-4.8	-1.9	9.0	-0.6	-7.4	1.7	-3.4	S=c1[nH]nc(-c2ccccc2)o1
0.1	0.9	6.0	-0.4	1.2	5.7	-1.2	-0.4	-1.6	1.9	CCNC(=O)C1(C)CCN(C(=O)c2ccc(C(=O)OC)cc2)C1 (configuration not stated)
-0.2	-2.2	-3.7	4.1	3.1	4.8	-4.4	1.6	-1.3	3.5	CCCc1ccc(C(=O)NNC(=O)c2ccc(Cl)cc2)cc1
-0.1	-3.4	6.3	24.3*	-4.2	0.7	1.1	2.0	-5.8	-12.8	Cc1cccc(C(=O)NC(=O)Nc2c(C)cc(C)nc2C)c1
-0.4	-2.0	-0.1	1.7	65.1*	6.2	-9.0	-1.8	0.7	-6.0	CC(C)Cn1c(N)c(C(=O)CSc2ncnc3sc4c(c23)CCCC4)c(=O)n(C)c1=O
-0.5	-40.0	3.6	-0.9	-4.0	-3.3	14.0	-26.3	-5.3	-4.6	Cc1cnc(NC(=O)c2cc3c(s2)CCCC3)s1
-0.4	-10.4	-0.4	0.1	1.3	-2.5	0.7	-7.5	-5.7	3.0	O=C(O)c1[nH]c(-c2ccccc2)c2c1C(=O)N(C1CC1)C2=O
0.2	0.9	-5.9	-0.1	-2.5	-6.7	5.5	-2.1	5.2	-0.2	CC(N=C1NS(=O)(=O)c2ccccc21)C(=O)NCc1ccc(F)cc1 (configuration not stated)
-0.2	1.2	5.2	6.4	-2.4	-5.4	-2.5	0.9	-4.4	-7.5	CCn1c(SCC(N)=O)nc2sc3c(c2c1=O)CCCC3

The list goes on; it opens with the two that closed the last part.
proKLK7 act	PLCb3 inh	sPLA2-III inh	UHRF1 binding	NR1D1 modulator	DDE Tn7 FP inh	ARFGAP1 inh	PLCg1 inh	DDE Tn6 FP inh	ASAP1 GAP inh	mol
0.2	0.9	-5.9	-0.1	-2.5	-6.7	5.5	-2.1	5.2	-0.2	CC(N=C1NS(=O)(=O)c2ccccc21)C(=O)NCc1ccc(F)cc1 (configuration not stated)
-0.2	1.2	5.2	6.4	-2.4	-5.4	-2.5	0.9	-4.4	-7.5	CCn1c(SCC(N)=O)nc2sc3c(c2c1=O)CCCC3
-0.2	-2.2	-3.7	-0.7	-1.6	3.1	1.7	1.6	-3.5	6.2	COc1ccc2nc(C)cc(Nc3ccccc3O)c2c1
0.3	-4.6	0.4	0.2	-7.4	3.6	-7.1	0.6	-10.6	-5.8	Cc1cccc(NC(=O)CNC(=O)Cn2cc(C(F)(F)F)cc(Cl)c2=O)c1C
-0.2	-1.4	-41.0	1.3	-1.8	4.0	16.0	-0.6	-5.4	10.0	CCN(c1ccccc1)S(=O)(=O)c1c[nH]c2ccc([N+](=O)[O-])cc12
-0.7	-16.7	-6.5	3.7	3.0	-5.4	-2.8	-8.7	-3.4	-4.6	Cc1ccc(-c2nc3ccc(C)cn3c2Cc2cccc(Cl)c2)cc1
0.9	3.7	2.7	-2.3	-4.0	-2.3	0.5	2.4	8.0	-7.5	O=C(N[C@H](Cc1ccccc1)C(=O)N1CCN(Cc2ccccn2)CC1)[C@H]1O[C@@H](n2ccc(=O)[nH]c2=O)[C@H](O)[C@@H]1O
0.2	4.8	-1.2	2.9	6.1	-4.6	5.3	5.3	6.9	0.2	CC1(c2ccccc2)CCC(=O)NC1 (configuration not stated)
0.1	-3.2	4.2	0.2	5.6	-1.0	0.2	-4.8	-0.5	4.1	CCCOc1ccc(C(CC(=O)O)NC(=O)c2ccc3c(c2)OCO3)cc1 (configuration not stated)
-0.1	2.2	8.4	0.7	1.8	-11.9	0.3	3.0	-0.8	-11.1	Cc1cccc(NC(=O)CSc2nnc(-c3ccccc3)n2N)c1
-0.4	-12.0	-1.4	0.0	1.0	-8.5	0.1	-8.2	-8.2	-1.2	COc1ccc(COn2c(=O)c(C)[n+]([O-])c3ccccc32)cc1OC
-0.3	-7.7	5.5	-0.4	4.2	3.6	-3.0	1.4	5.1	3.3	CC(=O)N1CCN(C(=O)c2ccc3oc(CCCc4ccccc4)nc3c2)CC1
0.5	0.3	-1.6	-1.2	2.7	7.5	16.1	3.1	1.0	3.9	COc1ccc(C(=O)NCC(c2ccco2)N2CCc3ccccc3C2)cc1 (configuration not stated)
-0.1	0.8	-1.6	-0.6	1.3	1.6	-3.8	0.1	3.8	-16.1	CC(=O)Nc1ccc(S(=O)(=O)NCC2(N3CCOCC3)CCCCC2)cc1
0.5	-5.6	-0.2	-8.6	3.5	1.2	2.3	-6.9	2.7	-1.9	O=[N+]([O-])c1ccc(O)c2cccnc12
-1.0	-1.7	13.1	1.4	-0.8	6.4	-9.2	-2.7	10.2	12.4	CCOc1ccc(S(=O)(=O)N2CCN(C(=O)c3ccc(Cl)c(S(=O)(=O)N4CCOCC4)c3)CC2)cc1
-0.2	-2.4	0.6	4.6	10.7	7.0	-1.3	-1.1	-6.0	-1.9	CC(=O)/C(=N/Nc1ccc(C)cc1)Sc1nnc(CCc2ccccc2)n1-c1ccccc1
0.7	-5.1	4.4	2.0	-2.9	-12.8	9.6	3.4	-3.5	0.6	CCN(CC(=O)Nc1cc(Cl)ccc1C)C(=O)CN1C(=O)NC2(CCCC2)C1=O
0.2	-6.5	-1.5	-0.3	11.0	-0.5	-0.7	3.0	-3.3	-1.4	C[C@]12CC(O)C3C(CCC4=CC(=O)CC[C@@]43C)C1CCC2c1csc(-c2ccccc2)n1 (some centres not stated)
-0.2	1.8	-0.3	3.6	0.4	-1.8	4.7	3.3	-2.4	-8.0	CC1(C)CC(NC(=O)COc2ccc3ccccc3c2)CC(C)(C)N1
0.1	4.5	-44.3	1.0	0.4	-8.4	0.5	1.4	-2.1	12.8	CCc1ccc([C@H]2C[C@H]3[C@H]4C(=O)N(c5ccccc5)C(=O)[C@H]4CC(=O)[C@@H]3CN2S(=O)(=O)c2ccc(C)cc2)cc1
-0.5	4.2	3.6	1.9	2.1	1.6	8.3	3.9	-1.4	-1.6	Cc1ccc(C)c2sc(N)nc12
0.3	-2.6	-10.7	1.2	-2.7	1.5	-9.9	1.2	-1.4	1.1	CC(=O)c1c(C)[nH]c(C(=O)COc2cc(C)ccc2C(C)C)c1C
0.5	-30.0	2.4	-0.1	2.2	1.2	2.0	-17.0	-3.5	-0.5	CCc1nn2c(N3CCOCC3)cc(C)nc2c1-c1ccccc1
-0.6	-4.2	-1.3	1.0	6.3	2.4	13.0	1.5	8.6	-22.4	CC(C)CC1NC(=O)N(CC(=O)NC2CCCc3ccccc32)C1=O (configuration not stated)
-0.8	-0.6	-2.4	-0.1	-0.2	-3.9	5.7	1.4	6.0	-13.2	COc1ccccc1NC(=O)CSCc1nc2ccccc2[nH]1
0.4	2.2	5.1	16.3	4.0	10.7	/	1.5	3.1	/	C=CCN1C(C(=O)OC)CN(Cc2cn(Cc3ccc(Cl)cc3)nn2)CCS1(=O)=O (configuration not stated)
-0.4	-4.8	-28.1	0.2	-7.3	1.1	7.3	-2.8	2.6	-5.8	CC(OC(=O)C(C)Oc1ccccc1)C(=O)Nc1ccc(S(=O)(=O)N2CCCCC2)cc1 (configuration not stated)
0.3	1.5	8.3	-0.4	-6.7	0.8	0.3	-0.8	-5.4	-1.4	Cc1ccc(NC(=O)c2cc3c(=O)oc4ccccc4c3s2)nc1
0.1	0.4	-2.5	-4.8	2.3	-3.6	15.7	4.1	3.3	1.3	CCOc1ccc(/C=C/C(=O)NCCc2ccc(OC)c(OC)c2)cc1
0.0	4.0	-22.1	10.1	6.0	5.9	2.1	-2.2	0.4	-2.3	O=C(CS(=O)(=O)Cc1ccccc1)c1ccccc1
0.3	0.3	-3.9	-4.2	-1.8	3.5	3.7	0.8	-5.6	-0.2	COc1ccc(/C=N/NC(=O)c2ccc(Cl)cc2Cl)cc1COC(C)=O
-0.4	0.3	-5.1	-2.6	5.3	-4.5	2.9	-0.1	-1.4	0.1	C[C@H](CO)N1C[C@H](C)[C@@H](CN(C)Cc2ccc(-c3ccccc3)cc2)OCc2cnnn2CCCC1=O
-0.1	-2.8	-23.0	0.1	-7.2	5.6	-4.3	-0.8	3.0	13.0	O=C(Nc1cccc(O)c1)c1cccc(C(=O)Nc2cccc(O)c2)c1
0.3	-6.0	2.9	-1.1	-6.8	-1.5	6.6	1.7	4.0	-6.2	CN(C)S(=O)(=O)c1ccc(N2CCOCC2)c(C(=O)NCc2ccc3c(c2)OCO3)c1

In the list so far, these have a Cl atom:
proKLK7 act	PLCb3 inh	sPLA2-III inh	UHRF1 binding	NR1D1 modulator	DDE Tn7 FP inh	ARFGAP1 inh	PLCg1 inh	DDE Tn6 FP inh	ASAP1 GAP inh	mol
-0.2	-2.2	-3.7	4.1	3.1	4.8	-4.4	1.6	-1.3	3.5	CCCc1ccc(C(=O)NNC(=O)c2ccc(Cl)cc2)cc1
0.3	-4.6	0.4	0.2	-7.4	3.6	-7.1	0.6	-10.6	-5.8	Cc1cccc(NC(=O)CNC(=O)Cn2cc(C(F)(F)F)cc(Cl)c2=O)c1C
-0.7	-16.7	-6.5	3.7	3.0	-5.4	-2.8	-8.7	-3.4	-4.6	Cc1ccc(-c2nc3ccc(C)cn3c2Cc2cccc(Cl)c2)cc1
-1.0	-1.7	13.1	1.4	-0.8	6.4	-9.2	-2.7	10.2	12.4	CCOc1ccc(S(=O)(=O)N2CCN(C(=O)c3ccc(Cl)c(S(=O)(=O)N4CCOCC4)c3)CC2)cc1
0.7	-5.1	4.4	2.0	-2.9	-12.8	9.6	3.4	-3.5	0.6	CCN(CC(=O)Nc1cc(Cl)ccc1C)C(=O)CN1C(=O)NC2(CCCC2)C1=O
0.4	2.2	5.1	16.3	4.0	10.7	/	1.5	3.1	/	C=CCN1C(C(=O)OC)CN(Cc2cn(Cc3ccc(Cl)cc3)nn2)CCS1(=O)=O (configuration not stated)
0.3	0.3	-3.9	-4.2	-1.8	3.5	3.7	0.8	-5.6	-0.2	COc1ccc(/C=N/NC(=O)c2ccc(Cl)cc2Cl)cc1COC(C)=O

Screening results from PubChem.
